PLK1 kinase inh = human PLK1 kinase inhibitors, primary screen, biochemical, TR-FRET; Serine/threonine-protein kinase PLK1 (Homo sapiens), P53350; recombinant PLK1 kinase, TR-FRET peptide phosphorylation; inhibition, % at 10 µM; hit rate 0.53% among 97,000; AID 619, 2007;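 active = inhibition of 50% or more in the single-concentration screen; inactive = inhibition below 50%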;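 note: 0% = DMSO max control and 100% = H-89 dihydrochloride min control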
Target sequence (P53350 whole entry, looked up): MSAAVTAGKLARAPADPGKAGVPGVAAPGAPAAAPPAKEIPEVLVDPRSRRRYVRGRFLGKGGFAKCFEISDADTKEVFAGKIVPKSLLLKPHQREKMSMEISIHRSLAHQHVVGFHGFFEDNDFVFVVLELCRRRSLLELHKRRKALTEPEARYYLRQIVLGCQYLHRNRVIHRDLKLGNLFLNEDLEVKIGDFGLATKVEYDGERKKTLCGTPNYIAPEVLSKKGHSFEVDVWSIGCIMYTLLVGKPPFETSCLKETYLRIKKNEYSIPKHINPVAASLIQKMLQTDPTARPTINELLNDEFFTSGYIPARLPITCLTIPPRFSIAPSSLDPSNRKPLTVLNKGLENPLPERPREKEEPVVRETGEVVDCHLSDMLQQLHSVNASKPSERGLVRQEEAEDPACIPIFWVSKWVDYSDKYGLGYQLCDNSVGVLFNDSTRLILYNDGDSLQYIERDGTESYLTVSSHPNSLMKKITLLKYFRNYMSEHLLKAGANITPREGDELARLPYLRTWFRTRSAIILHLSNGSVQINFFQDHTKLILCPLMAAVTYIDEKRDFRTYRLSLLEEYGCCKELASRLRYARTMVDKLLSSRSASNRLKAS
ERb SRC1 inh = inhibitors of ERβ-SRC1 coactivator interaction, primary screen, biochemical, TR-FRET, ERβ LBD, SRC-1 peptide; TR-FRET ER-beta LBD / SRC1-Cy5 peptide binding; receptor agonist-loaded with 1 µM estradiol; inhibition, % at 25.6 µM; Estrogen receptor beta (Homo sapiens), Q92731; AID 633, 2007; hit rate 1.3% among 86,000;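 active = compounds whose percent inhibition of the receptor-coactivator binding signal exceeds about 50% in the single-dose screen, limit read from the data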;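 note: 0% = receptor plus peptide wells without compound and 100% = peptide-only wells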
FAK blocker = FAK kinase inhibitors, primary screen, biochemical | Focal adhesion kinase 1 (Homo sapiens), Q05397 | biochemical FAK kinase activity assay | inhibition, %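 (tested at 7 µM)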 | hit rate 0.84% among 97,000 | AID 727, 2007; in the data active = inhibition above about 19%;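 note: 0% = DMSO and 100% = reference compound high control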
Mac1 fbg inh = inhibitors of CD11b/CD18 adhesion to fibrinogen, primary screen, K562 cells, luminescence. ATPlite luminescence; Mn2+ added to activate the integrin. inhibition, % at 10 µM. Integrin beta-2 (Homo sapiens) + Integrin alpha-M (Homo sapiens), P05107+P11215. hit rate 0.54% among 93,000;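 active = primary inhibition of 50% or more at 10 µM, then 40% or more on retest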; note: some results filed as inactive read as strong as hits
Rev-RRE block = HIV-1 Rev-RRE binding inhibitors, primary screen, biochemical, FRET, protein-RNA interaction; P05866; Rev peptide-RRE RNA binding; inhibition, % at 8 µM; hit rate 0.79% among 97,000;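 active = inhibition above the screen-wide mean plus 3 SD, cut at about 35% in these data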;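 note: 0% = median DMSO wells and 100% = median Neomycin B control wells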
Target sequence (P05866 whole entry, looked up): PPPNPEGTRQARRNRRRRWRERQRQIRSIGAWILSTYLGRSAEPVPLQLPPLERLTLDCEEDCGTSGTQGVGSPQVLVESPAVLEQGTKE
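Test system – labelled RRE RNA duplex and labelled Rev peptide · Signal – fluorescein-to-Cy5 FRET, 480 nm excitation · Evaluation – % inhibition of FRET ratio versus controls · Benchmarks – DMSO low control, neomycin B high control · Incubation – 5 min RNA-compound premix plus 15 min binding step, 25 °C · Medium – HEPES pH 7.5 salt buffer with EDTA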
ERa SRC1 inh = ERα–SRC-1 coactivator interaction inhibitors, primary screen, biochemical, TR-FRET, ERα LBD, estradiol-bound; hit rate 1.7% among 86,000; Estrogen receptor (Homo sapiens), P03372; TR-FRET ER-alpha LBD / SRC-1 peptide; inhibition, % at 25.6 µM; in the data active = inhibition above about 50%;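 note: 0% = receptor plus peptide control and 100% = peptide only without receptor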
Plk1 PBD FP = Plk1 polo box domain binding inhibitors, primary screen, biochemical, fluorescence polarization. Serine/threonine-protein kinase PLK1 (Homo sapiens), P53350. Plk1 PBD phosphopeptide binding. inhibition, %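 (tested at about 20 µM)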. hit rate 0.13% among 97,000. AID 693, 2007; in the data active = inhibition above about 34%, passing the limit was not always enough
Mac1 fbg enh = enhancers of CD11b/CD18 adhesion to fibrinogen, primary screen, K562 cells, luminescence | hit rate 0.07% among 93,000 | AID 1499, 2009 | Integrin beta-2 (Homo sapiens) + Integrin alpha-M (Homo sapiens), P05107+P11215 | activation, % at 10 µM | ATPlite luminescence;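 active = 10 µM primary screen giving 50% or more activity, confirmed by 40% or more on retest at that dose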; note: strong numbers were not always called active
ERa coact pot = enhancers of ERα–SRC-1 coactivator binding, primary screen, biochemical, TR-FRET, ERα LBD, low estradiol | TR-FRET ERalpha-LBD/SRC-Cy5 coactivator binding, 2 h; 100 = basal binding, no effect | coactivator binding (% of control), % at 25.6 µM | Estrogen receptor (Homo sapiens), P03372 | hit rate 1.3% among 86,000; in the data active = activity above about 200%;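 note: binding measured in presence of low estradiol as agonist stimulus; 0% = peptide alone without receptor and 100% = receptor with peptide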
An asterisk follows results filed as active; nt = not tested or not shown; [ ] = remark or other dose.

(1) Cc1ccc(-n2c(C)csc2=N)cc1
(2) CC(C)(C)n1ncc2c(=O)n(CC(=O)N3CCCc4ccccc43)cnc21
(3) CCn1cc(C(=O)N2CCN(C3CCCCC3)CC2)c2cc(OC)c(OC)cc2c1=O
(4) Cc1nc2ncnn2c(C)c1CCC(=O)N1CC(C)CC(C)C1 (stereo not drawn)
(5) CC(C)(C)C(=O)CCN1C(=O)C2(OCCO2)c2ccccc21

Assay by compound,1,2,3,4,5
Rev-RRE block,10,0,nt,6,-7
FAK blocker,0,-4,nt,-1,-4
ERb SRC1 inh,nt,7,7,-4,-8
PLK1 kinase inh,-14,-6,nt,6,-6
Mac1 fbg enh,-3,3,-5,-1,5
ERa SRC1 inh,nt,5,-6,0,-9
Plk1 PBD FP,16,-23,nt,26,-11
ERa coact pot,nt,111,98,114,104
Mac1 fbg inh,7,-10,-56,-18,-9

(6) COc1ccc(NC(=S)NCC2CCCO2)c(OC)c1 (stereo not drawn)
(7) Cc1ccc2[nH]c(=O)c(CN(CCCO)S(=O)(=O)c3cccc4nsnc34)cc2c1
(8) Cc1ncc(S(=O)(=O)c2ccccc2)c(-c2ccc(Cl)cc2Cl)n1
(9) O=C(NCc1ccccc1F)c1ccc2c(c1)OCO2
(10) Cc1no[n+]([O-])c1COc1ccc(/C=C2\NC(=S)NC2=O)cc1

Assay by compound,6,7,8,9,10
Rev-RRE block,5,3,5,9,13
FAK blocker,2,2,8,-1,3
ERb SRC1 inh,nt,-12,3,10[fluorescence artefact?],23
PLK1 kinase inh,-9,-7,-13,2,7
Mac1 fbg enh,1,-5,-1,-1,34
ERa SRC1 inh,nt,-1,-4,7[fluorescence artefact?],37
Plk1 PBD FP,-14,20,-5,-10,-21
ERa coact pot,nt,98,114,112,113[fluorescence artefact?]
Mac1 fbg inh,-29,5,9,-13,18

(11) Cc1csc2ncc(C(=O)N3CCCc4ccccc43)c(=O)n12
(12) Cc1ccccc1-n1nc(C(=O)c2cccs2)cc(-c2nc3ccccc3[nH]2)c1=N
(13) C=COC(=O)CSc1nc(-c2cccs2)ccc1C#N
(14) COCC(C)n1c(C)cc(C(=O)CSc2nc3ccccc3c(=O)[nH]2)c1C (stereo not drawn)
(15) O=C(NC1CCCC1)C(c1ccsc1)N(Cc1ccccc1)C(=O)Cc1cccs1 (stereo not drawn)

Assay by compound,11,12,13,14,15
Rev-RRE block,2,11,21,5,1
FAK blocker,0,6,2,5,-4
ERb SRC1 inh,nt,1,0,3,nt
PLK1 kinase inh,-7,-10,-15,-7,-3
Mac1 fbg enh,4,nt,-2,-1,nt
ERa SRC1 inh,nt,-11,-7,-5,nt
Plk1 PBD FP,-7,-10,-11,-23,4
ERa coact pot,nt,96[fluorescence artefact?],103,108,nt
Mac1 fbg inh,-15,nt,-2,12,nt

(16) Cc1cccc(C)c1NC(=O)COc1cccc(/C=N/NC(=O)C(=O)NCc2ccccc2)c1
(17) O=C(NCc1ccco1)Nc1cccs1
(18) Cc1coc2cc3oc(=O)c4c(c3cc12)CCC4
(19) NC(=S)N/N=C\c1ccc(-c2cccc(Cl)c2Cl)o1
(20) O=C(Nc1ncc(Cc2ccc(SC(F)F)cc2)s1)c1ccccc1

Assay by compound,16,17,18,19,20
Rev-RRE block,11,1,nt,1,4
FAK blocker,-3,1,nt,0,3
ERb SRC1 inh,nt,3,13,-8,nt
PLK1 kinase inh,-11,-23,nt,-3,-12
Mac1 fbg enh,nt,nt,53,-2,nt
ERa SRC1 inh,nt,2,2,-2,nt
Plk1 PBD FP,2,1,nt,14,2
ERa coact pot,nt,87,121,69,nt
Mac1 fbg inh,nt,nt,16,4,nt

(21) Cc1ccc2c(c1)NC(=O)C(CC(=O)NCCCN1CCc3ccccc3C1)O2 (stereo not drawn)
(22) c1ccc(COc2ccc(CNCc3cccs3)cc2)cc1
(23) O=C(COc1ccc(/C=N/NS(=O)(=O)c2ccccc2)cc1)Nc1ccc(F)cc1
(24) COCCNc1nc(SCc2ccccc2)nc2sc3c(c12)CCC3
(25) Cc1ccc(N(CC(O)CN2CCCC2)S(=O)(=O)c2ccc(C)cc2)cc1 (stereo not drawn)

Assay by compound,21,22,23,24,25
Rev-RRE block,1,3,1,1,-2
FAK blocker,3,1,3,-4,2
ERb SRC1 inh,0,nt,nt,-10,nt
PLK1 kinase inh,-1,-18,-10,-3,-2
Mac1 fbg enh,-4,nt,0,nt,nt
ERa SRC1 inh,11,nt,nt,-5,nt
Plk1 PBD FP,12,-30,13,-27,34
ERa coact pot,108,nt,nt,96,nt
Mac1 fbg inh,5,nt,-6,nt,nt

(26) CCOc1cc(-c2ccccc2)nc(N)n1
(27) O=C(CSCc1cccc(Br)c1)N=Nc1c(O)[nH]c2ccccc12
(28) O=C(O)CN1C(=O)NC2NC(=O)NC21 (stereo not drawn)
(29) Cc1ccc(CNC(=O)C2CCN(S(=O)(=O)N3CCOCC3)CC2)cc1
(30) COc1cccc(OC)c1C(=O)Nc1ccccc1N1CCCC1

Assay by compound,26,27,28,29,30
Rev-RRE block,-2,11,6,3,1
FAK blocker,-4,0,-1,2,-3
ERb SRC1 inh,-1,nt,nt,-10,0
PLK1 kinase inh,-4,-2,-9,-3,-18
Mac1 fbg enh,0,nt,-4,0,2
ERa SRC1 inh,0,nt,nt,-9,-3
Plk1 PBD FP,15,-13,2,-8,-5
ERa coact pot,129,nt,nt,124,95
Mac1 fbg inh,-2,nt,-34,-3,-6

(31) CC(=O)N1CCN(c2nc(-c3ccco3)c3c(c2C#N)CC(C)(C)SC3)CC1
(32) CCOC(=O)c1cc2sccc2n1CCCN1C(=O)c2ccccc2C1=O
(33) Nc1cc(=O)nc(SCC(=O)Nc2cccc3ccccc23)n1CCc1ccccc1
(34) CCC(=O)Nc1sc2c(c1C#N)CC(C)(CC)OC2 (stereo not drawn)
(35) Cn1c(Cc2cccs2)nnc1SCC(=O)N1CCCc2ccccc21

Assay by compound,31,32,33,34,35
Rev-RRE block,5,10,6,7,-2
FAK blocker,-5,0,1,-5,1
ERb SRC1 inh,nt,-12,nt,5,0[fluorescence artefact?]
PLK1 kinase inh,-2,-3,3,-1,-13
Mac1 fbg enh,-5,2,nt,nt,-3
ERa SRC1 inh,nt,-9,nt,0,2[fluorescence artefact?]
Plk1 PBD FP,-23,-12,-18,-18,-20
ERa coact pot,nt,98,nt,89,99
Mac1 fbg inh,-7,-4,nt,nt,1

(36) CN(N)c1nc(-c2ccccc2)nnc1C(F)(F)F
(37) CCOC(=O)C1Cc2c([nH]c3ccccc23)CN1 (stereo not drawn)
(38) Cc1onc(-c2ccccc2Cl)c1C(=O)NCc1ccccn1
(39) COc1ccc([N+](=O)[O-])cc1C1NN=C(c2cccc3ccccc23)S1 (stereo not drawn)
(40) COc1ccc(N2CCN(C(=O)CSc3nnc(Cn4nnc5ccccc54)n3C)CC2)cc1

Assay by compound,36,37,38,39,40
Rev-RRE block,2,8,-3,-3,0
FAK blocker,1,0,1,0,-5
ERb SRC1 inh,nt,4[fluorescence artefact?],-1,1,-1[fluorescence artefact?]
PLK1 kinase inh,-7,-8,-7,-7,-7
Mac1 fbg enh,0,7,-7,6,-1
ERa SRC1 inh,nt,-6,-5[fluorescence artefact?],5,-1[fluorescence artefact?]
Plk1 PBD FP,-8,-27,-12,-3,32
ERa coact pot,nt,136[fluorescence artefact?],112,112,98
Mac1 fbg inh,11,4,1,-12,-19

5 of the compounds above, as a markdown table:
| cpd | SMILES | Rev-RRE block | FAK blocker | ERb SRC1 inh | PLK1 kinase inh | Mac1 fbg enh | ERa SRC1 inh | Plk1 PBD FP | ERa coact pot | Mac1 fbg inh |
| --- | --- | --- | --- | --- | --- | --- | --- | --- | --- | --- |
| 36 | CN(N)c1nc(-c2ccccc2)nnc1C(F)(F)F | 2 | 1 | nt | -7 | 0 | nt | -8 | nt | 11 |
| 37 | CCOC(=O)C1Cc2c([nH]c3ccccc23)CN1 (stereo not drawn) | 8 | 0 | 4[fluorescence artefact?] | -8 | 7 | -6 | -27 | 136[fluorescence artefact?] | 4 |
| 38 | Cc1onc(-c2ccccc2Cl)c1C(=O)NCc1ccccn1 | -3 | 1 | -1 | -7 | -7 | -5[fluorescence artefact?] | -12 | 112 | 1 |
| 39 | COc1ccc([N+](=O)[O-])cc1C1NN=C(c2cccc3ccccc23)S1 (stereo not drawn) | -3 | 0 | 1 | -7 | 6 | 5 | -3 | 112 | -12 |
| 40 | COc1ccc(N2CCN(C(=O)CSc3nnc(Cn4nnc5ccccc54)n3C)CC2)cc1 | 0 | -5 | -1[fluorescence artefact?] | -7 | -1 | -1[fluorescence artefact?] | 32 | 98 | -19 |

New compounds follow:
(41) CCOc1ccc(NC(=O)CN2CCN(CC(=O)Nc3cccc(F)c3)CC2)cc1
(42) COC(=O)C1=C(C)N(C)C(=O)/C1=C\c1cccs1
(43) Cc1csc(NC(=O)c2cccs2)n1
(44) CCOc1ccccc1Nc1ccc(C(=O)O)cc1NC(C)=O
(45) CCCCN1C(=O)C(NC(=O)c2cccnc2)(C(F)(F)F)C2=C1CC(C)(C)CC2=O (stereo not drawn)

Assay by compound,41,42,43,44,45
Rev-RRE block,nt,-2,2,nt,-1
FAK blocker,nt,-2,2,nt,2
ERb SRC1 inh,-3,-26[fluorescence artefact?],-5[fluorescence artefact?],1,5
PLK1 kinase inh,nt,-6,0,nt,-5
Mac1 fbg enh,-4,nt,3,-3,3
ERa SRC1 inh,0,-35[fluorescence artefact?],-28,-4[fluorescence artefact?],-1
Plk1 PBD FP,nt,22,-5,nt,6
ERa coact pot,108,104[fluorescence artefact?],105,97,97
Mac1 fbg inh,-12,nt,nt,-12,-2

(46) Cn1c(=O)n(Cc2ccccc2F)c(=O)c2c1nc1n2CCCN1CCc1ccccc1
(47) CCOC(=O)COc1nc(N(C)C)nc(N(C)C)n1
(48) COc1ccc(C(=O)/C=C/c2ccc(C)cc2)c(OC(=O)c2ccc([N+](=O)[O-])cc2)c1
(49) COC(=O)C1=CN(CC2CCCO2)C=C(C(=O)OC)C1c1ccccc1C(F)(F)F (stereo not drawn)
(50) COc1ccc(C2C(C(N)=O)=C(C)Nc3nc(-c4cccc(Cl)c4)nn32)cc1OC (stereo not drawn)
(51) O=C(Cc1cccs1)NCc1cccs1
(52) CCOC(=O)c1cccc(NC(=O)CSc2nc3cccnc3n2C)c1
(53) CCOC(=O)C1CCN(S(=O)(=O)c2cccc(-c3cn4cc(C)ccc4n3)c2)CC1

Assay by compound,46,47,48,49,50,51,52,53
Rev-RRE block,3,3,12,5,9,6,5,0
FAK blocker,-3,-5,-3,10,1,-2,1,1
ERb SRC1 inh,-5,-5[fluorescence artefact?],nt,-2,5,11,4,-2
PLK1 kinase inh,-5,-6,-5,-11,-3,-8,-13,-7
Mac1 fbg enh,-4,2,4,-3,0,0,-2,nt
ERa SRC1 inh,-3,-8,nt,-5,2,3,9,-5
Plk1 PBD FP,-2,28,-1,-4,-26,7,17,7
ERa coact pot,124,112,nt,94,103,91[fluorescence artefact?],105,105
Mac1 fbg inh,-8,-2,-12,-4,-7,-8,27,nt

Source: PubChem
